LAP4 TOR yeast = yeast TOR pathway LAP4-GFP modulation; S. cerevisiae LAP4-GFP multiplex, flow cytometry GFP, 3 h; median GFP as percent of DMSO wells; GFP response vs DMSO, % at 10 µM; 0.34% of 320,000 active; AID 2023;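 active = GFP response vs DMSO above a set limit, about the screen mean plus 3 SD, cut at about 150% in these data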
GRK2 aptamer HTS = inhibitors of human GRK2 displacing RNA aptamer; P25098; bead flow cytometry, FAM-aptamer displacement from GRK2; inhibition of aptamer binding, % at 10 µM; 0.59% of 330,000 active;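 active = inhibition of aptamer binding above 40%, roughly 3 SD of noise, on plates passing a quality check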;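 note: median bead fluorescence of bound FAM aptamer so fluorescent compounds give negative values; no value below 0 was filed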
Target sequence (P25098 whole entry, looked up): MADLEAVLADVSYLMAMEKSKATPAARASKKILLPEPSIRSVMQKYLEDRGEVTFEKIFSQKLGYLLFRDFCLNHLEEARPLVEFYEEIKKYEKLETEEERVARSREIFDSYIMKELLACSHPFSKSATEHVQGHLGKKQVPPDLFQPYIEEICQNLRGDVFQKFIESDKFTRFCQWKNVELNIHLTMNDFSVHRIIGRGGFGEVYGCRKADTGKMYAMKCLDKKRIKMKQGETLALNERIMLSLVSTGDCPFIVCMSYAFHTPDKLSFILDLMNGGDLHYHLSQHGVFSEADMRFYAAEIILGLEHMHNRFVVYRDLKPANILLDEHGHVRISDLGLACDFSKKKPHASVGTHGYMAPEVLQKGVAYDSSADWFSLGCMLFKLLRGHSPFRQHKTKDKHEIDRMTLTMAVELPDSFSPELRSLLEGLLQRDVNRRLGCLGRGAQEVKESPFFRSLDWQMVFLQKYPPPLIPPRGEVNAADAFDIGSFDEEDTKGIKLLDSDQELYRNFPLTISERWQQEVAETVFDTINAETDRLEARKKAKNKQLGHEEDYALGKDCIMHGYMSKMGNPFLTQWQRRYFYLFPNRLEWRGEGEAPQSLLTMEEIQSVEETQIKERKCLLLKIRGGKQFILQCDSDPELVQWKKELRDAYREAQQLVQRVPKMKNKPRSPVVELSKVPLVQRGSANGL
CIT2 TOR yeast = modulators of TOR pathway CIT2-GFP in S. cerevisiae; GFP response vs DMSO, % at 10 µM; S. cerevisiae CIT2-GFP strain, flow cytometry, 3 h; 100 means same as DMSO wells; 0.065% of 320,000 active;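 active = GFP response relative to DMSO above a set limit, near the screen mean plus 3 SD, cut at about 150% in these data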;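 note: ratio of well median GFP fluorescence to mean of DMSO wells on the plate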
VLA-4 inh = inhibition in a human VLA-4 binding assay; P13612; 0.2% of 330,000 active; VLA-4 expressing cells, ligand binding flow cytometry; inhibition, % (about 7 µM as worked out from the volumes in the protocol); in the data active = inhibition above about 50%
AGP1 TOR yeast = modulators of TOR pathway AGP1-GFP in S. cerevisiae; S. cerevisiae AGP1-GFP multiplex flow cytometry, 3 h; GFP as percent of DMSO wells; 0.02% of 320,000 active; GFP response vs DMSO, % at 10 µM;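 active = GFP response relative to DMSO above a set limit, near screen average plus 3 SD, cut at about 150% in these data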;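 note: median GFP channel fluorescence of the gated AGP1 strain per well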
MEP2 TOR yeast = alters MEP2-GFP fluorescence in TOR pathway yeast screen. S. cerevisiae MEP2-GFP strain, flow cytometry GFP, 3 h; 100% = DMSO control level. GFP response vs DMSO, % at 10 µM. 0.51% of 330,000 active. AID 2016;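 active = GFP response versus DMSO above a set limit, roughly screen mean plus 3 SD, cut at about 180% in these data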;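 note: median GFP fluorescence of the barcode-gated MEP2-GFP cells per well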
RPL19A-GFP yeast = alters RPL19A-GFP fluorescence in TOR pathway yeast screen; AID 2025; percent response vs DMSO, % at 10 µM; S. cerevisiae RPL19A-GFP strain, flow cytometry, 3 h; active compounds read low; 0.3% of 330,000 active;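 active = percent response vs DMSO below 50%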;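 note: median channel GFP fluorescence of the barcoded RPL19A-GFP strain; ratio of sample median GFP to plate DMSO average so 100% = DMSO; lower means less RPL19A-GFP as with rapamycin TOR inhibition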
Yeast superoxide = caloric restriction mimetics inhibiting age-related superoxide in yeast; S. cerevisiae aged cells, superoxide DHE fluorescence; active compounds read low; 0.18% of 330,000 active; superoxide response (% of plate mean), % at 10 µM;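 active = superoxide response under a set limit, about three screen SD below normal, cut at about 65% in these data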;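 note: yeast aged for seven days with compound at 30 °C before DHE staining; 100% = average MFI of all compound-treated wells on the plate with controls excluded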
* hit, by the source's call; . = no result given.

entry	smiles	LAP4 TOR yeast	GRK2 aptamer HTS	CIT2 TOR yeast	VLA-4 inh
1	CSc1nsc(SC)c1NC(=O)Nc1ccccn1	101	6	102	-1
2	O=C(NCCc1ccccn1)c1ccc(OC(F)F)cc1	89	2	99	45
3	COc1cc(/C=C/C(=O)Nc2cccnc2)cc(OC)c1OC	80	1	86	3
4	CCOc1cc(C(=O)NC(C)COC)cc(OCC)c1OCC (stereo not drawn)	99	0	102	-2
5	CCOC(=O)C1(CCC(C)C)CC(CSc2nc3ccccc3[nH]2)OC1=O (stereo not drawn)	101	0	96	16
6	COc1ccc(-c2noc(CN3CCN(C(=O)c4cccs4)CC3)n2)c(OC)c1OC	99	4	98	-2
7	CCCCOc1ccc(/C(N)=N/O)cc1	100	0	93	11
8	COc1ccc(-c2cc(C(=O)NCc3ccco3)c3ccccc3n2)cc1	100	0	102	0
9	Nc1nnc(-c2cccc([N+](=O)[O-])c2)s1	106	2	108	-5
10	Cc1cc(C)nc(N/N=C2/CCSc3ccc(F)cc32)n1	94	0	100	-1
11	COc1cccc(C2=CC(c3ccccc3)n3nnnc3N2)c1 (stereo not drawn)	85	0	86	-1
12	CN(c1ccc(OCC(=O)OCC(=O)c2c(N)n(C)c(=O)n(C)c2=O)cc1)S(=O)(=O)c1ccc2ccccc2c1	95	0	99	3

entry	AGP1 TOR yeast	MEP2 TOR yeast	RPL19A-GFP yeast	Yeast superoxide
1	102	106	100	115
2	97	101	99	70
3	86	92	94	104
4	104	101	98	112
5	101	102	99	112
6	98	103	97	94
7	90	94	94	84
8	90	110	101	97
9	103	107	99	103
10	90	104	98	92
11	89	92	86	120
12	106	112	105	96

An excerpt from above in order of the CIT2 TOR yeast value, high to low.
item | structure | LAP4 TOR yeast | GRK2 aptamer HTS | CIT2 TOR yeast | VLA-4 inh | AGP1 TOR yeast | MEP2 TOR yeast | RPL19A-GFP yeast
9 | Nc1nnc(-c2cccc([N+](=O)[O-])c2)s1 | 106 | 2 | 108 | -5 | 103 | 107 | 99
1 | CSc1nsc(SC)c1NC(=O)Nc1ccccn1 | 101 | 6 | 102 | -1 | 102 | 106 | 100
10 | Cc1cc(C)nc(N/N=C2/CCSc3ccc(F)cc32)n1 | 94 | 0 | 100 | -1 | 90 | 104 | 98
2 | O=C(NCCc1ccccn1)c1ccc(OC(F)F)cc1 | 89 | 2 | 99 | 45 | 97 | 101 | 99
5 | CCOC(=O)C1(CCC(C)C)CC(CSc2nc3ccccc3[nH]2)OC1=O (stereo not drawn) | 101 | 0 | 96 | 16 | 101 | 102 | 99
7 | CCCCOc1ccc(/C(N)=N/O)cc1 | 100 | 0 | 93 | 11 | 90 | 94 | 94
3 | COc1cc(/C=C/C(=O)Nc2cccnc2)cc(OC)c1OC | 80 | 1 | 86 | 3 | 86 | 92 | 94

Remaining list, next part.
entry	smiles	LAP4 TOR yeast	GRK2 aptamer HTS	CIT2 TOR yeast	VLA-4 inh
13	CCOC(=O)c1ccc(NC(=O)c2cc(S(=O)(=O)N3CCOCC3)ccc2O)cc1	102	0	110	-3
14	Cc1cc(/C=C2/NC(=S)NC2=O)c(C)n1-c1cccnc1	96	0	102	-173
15	COc1ccccc1N1CCNC(C)C1=O (stereo not drawn)	103	0	109	-3
16	CC(C)c1ccc(Nc2ncccc2C(=O)O)cc1	98	2	97	-1
17	CCNC(=S)N(CCc1c(C)[nH]c2ccccc12)Cc1cccnc1	95	0	102	9
18	Cc1ccccc1OCC(=O)Nc1nnc(-c2ccncc2)s1	116	1	101	8
19	COc1ccc(CCNC(=O)C(=O)Nc2ccc3nc4n(c(=O)c3c2)CCCCC4)cc1OC	97	0	96	-3
20	C=CCN(c1ccccc1Cl)S(=O)(=O)c1cccc(C(=O)NCCc2ccc(OC)cc2)c1	83	2	95	14
21	Fc1ccccc1NC(=S)NCc1ccccc1	103	2	105	-2
22	CC1=CC(C)(C)N(C(=O)CSc2nnc(N)s2)c2cc(C)c(C)cc21	91	0	105	1
23	Fc1ccc(-c2n[nH]c(=S)n2CC2CCCO2)cc1 (stereo not drawn)	112	2	97	1
24	COc1ccc(N(CC(=O)NC(C)(C)C)C(=O)CCC(=O)Nc2nccs2)c(OC)c1	101	3	102	-4

entry	AGP1 TOR yeast	MEP2 TOR yeast	RPL19A-GFP yeast	Yeast superoxide
13	103	106	105	77
14	95	106	101	98
15	112	111	113	100
16	102	100	98	106
17	96	103	101	113
18	112	101	103	95
19	91	104	99	104
20	90	101	98	100
21	103	109	99	106
22	104	100	102	85
23	114	109	109	104
24	105	109	110	92

Further records follow.
entry	smiles	LAP4 TOR yeast	GRK2 aptamer HTS	CIT2 TOR yeast	VLA-4 inh
25	CC(C)CSc1nc2ccccc2n1CC(N)=O	95	0	100	7
26	COc1ccc(S(=O)(=O)NCCc2c(C)nn(C)c2Oc2ccccc2)cc1	91	0	.	2
27	CC(=O)N1c2ccc(S(=O)(=O)N3CCCC3)cc2CC1C(=O)Nc1cc(C)cc(C)c1 (stereo not drawn)	84	3	110	-3
28	COc1ccc(/C=N/OCC(=O)N2CC3(C)CC2CC(C)(C)C3)cc1 (stereo not drawn)	94	0	100	-12
29	CCOc1ccc(NC(=O)c2c(NC(=O)CN3CCN(C)CC3)sc3c2CCC3)cc1	71	0	113	21
30	O=C(c1ccc2ccccc2c1)N1CCc2ccccc21	86	5	84	15
31	O=C(CSc1nc(-c2ccccc2F)nc2nc[nH]c12)Nc1c(Cl)cc(Cl)cc1Cl	95	1	99	11
32	COC(=O)c1scc(C)c1NC(=O)c1ccccc1F	93	2	101	-6
33	O=C(NCc1ccco1)c1cnn2cccnc12	103	1	102	0
34	CCC(NC(=O)Nn1cnnc1)(C(F)(F)F)C(F)(F)F	97	0	91	9
35	Cc1ccc(CNC(=O)CSc2ccsc2[N+](=O)[O-])cc1	99	0	96	-2
36	CCc1nc2ccccc2c(C(=O)OCC(=O)C(C)(C)C)c1C	100	2	96	-4

entry	AGP1 TOR yeast	MEP2 TOR yeast	RPL19A-GFP yeast	Yeast superoxide
25	106	107	102	97
26	102	100	99	102
27	96	89	96	103
28	98	88	96	82
29	94	87	100	92
30	99	100	102	94
31	97	100	97	100
32	104	110	106	111
33	102	100	97	95
34	96	99	99	103
35	99	93	99	120
36	95	102	93	84

(listing goes on)
entry	smiles	LAP4 TOR yeast	GRK2 aptamer HTS	CIT2 TOR yeast	VLA-4 inh
37	COc1ccc(-c2nc(NC(=O)c3ccc(OCC(=O)N4CCOCC4)c(OC)c3)sc2C)cc1	100	3	97	-3
38	O=C(NC1CCCC1)C(c1cccs1)N(Cc1ccco1)C(=O)Cn1nnc(-c2cccs2)n1 (stereo not drawn)	99	1	101	10
39	Cc1[nH]c2ccccc2c1/C=N/NC(=O)c1cccc([N+](=O)[O-])c1	86	0	.	1
40	CC(=O)N1CCN(C(=O)c2ccc3oc(CCCc4ccccc4)nc3c2)CC1	99	3	120	0
41	COc1ccccc1OCc1nc(-c2cccc([N+](=O)[O-])c2)no1	116	1	94	3
42	CCC(C)Sc1ccc([C@H]2N[C@@](Cc3ccccc3)(C(=O)OC)[C@H]3C(=O)N(C)C(=O)[C@@H]23)cc1 (stereo partly drawn)	126	0	94	-7
43	Cc1ccc(Oc2cnn(-c3ccccc3)c(=O)c2Br)cc1	94	0	102	11
44	CC(C)CCNC(=O)c1cccc(S(=O)(=O)N2CCc3ccccc32)c1	100	0	96	-8
45	Cc1nc(-c2ccc(S(=O)(=O)Nc3ccc(S(N)(=O)=O)cc3)cc2)co1	100	0	98	9
46	CCn1c(CNC(=O)c2ccc(Cl)cc2)nnc1SCC(=O)N1CCOCC1	85	0	98	13
47	CC(C)(C)OC(=O)NCCCCCNC(=O)c1[nH]cnc1C(=O)Nc1cccc(Cl)c1	95	0	95	8
48	CSc1nc(S(=O)(=O)c2ccc(C)cc2)c(Cl)s1	93	0	91	-2

entry	AGP1 TOR yeast	MEP2 TOR yeast	RPL19A-GFP yeast	Yeast superoxide
37	100	104	104	107
38	99	100	97	85
39	91	103	84	101
40	112	112	108	112
41	95	97	94	85
42	87	93	98	109
43	102	106	102	85
44	97	96	97	96
45	107	100	101	107
46	85	98	91	90
47	98	99	101	81
48	94	90	93	111

Single records (already shown).
Listed for O=C(NC1CCCC1)C(c1cccs1)N(Cc1ccco1)C(=O)Cn1nnc(-c2cccs2)n1 (stereo not drawn) = LAP4 TOR yeast = 99; GRK2 aptamer HTS = 1; CIT2 TOR yeast = 101; VLA-4 inh = 10; AGP1 TOR yeast = 99; MEP2 TOR yeast = 100; RPL19A-GFP yeast = 97; Yeast superoxide = 85
Listed for CC(C)(C)OC(=O)NCCCCCNC(=O)c1[nH]cnc1C(=O)Nc1cccc(Cl)c1 = LAP4 TOR yeast = 95; GRK2 aptamer HTS = 0; CIT2 TOR yeast = 95; VLA-4 inh = 8; AGP1 TOR yeast = 98; MEP2 TOR yeast = 99; RPL19A-GFP yeast = 101; Yeast superoxide = 81

Back to the main list; the four compounds before the break are reprinted first.
entry	smiles	LAP4 TOR yeast	GRK2 aptamer HTS	CIT2 TOR yeast	VLA-4 inh
45	Cc1nc(-c2ccc(S(=O)(=O)Nc3ccc(S(N)(=O)=O)cc3)cc2)co1	100	0	98	9
46	CCn1c(CNC(=O)c2ccc(Cl)cc2)nnc1SCC(=O)N1CCOCC1	85	0	98	13
47	CC(C)(C)OC(=O)NCCCCCNC(=O)c1[nH]cnc1C(=O)Nc1cccc(Cl)c1	95	0	95	8
48	CSc1nc(S(=O)(=O)c2ccc(C)cc2)c(Cl)s1	93	0	91	-2
49	COC(=O)CSc1nc(C2CC2)cc(C(F)(F)F)c1C#N	.	0	100	-1
50	O=C(O)COc1ccccc1C=NNc1ccc([N+](=O)[O-])cc1S(=O)(=O)Nc1ccc(Cl)cc1	101	6	94	0
51	OCCNCCOc1ccc(Cl)c(Cl)c1	98	5	94	14
52	CC(C)(C#N)NC(=O)C(=O)c1c(-c2ccccc2)cc2ccccn12	116	1	98	3
53	COc1ccccc1NC(=O)CCSCCC(=O)Nc1ccccc1OC	90	0	88	1
54	O=C(Nc1cccc([N+](=O)[O-])c1)c1ccn[nH]1	132	4	91	13
55	O=c1c2c(nc3c(-c4ccc(Cl)cc4)c[nH]n13)CCCC2	101	0	100	-33
56	Cc1ccc(O)c(C2=NCCNC(C(F)(F)C(F)F)=C2)c1	85	0	106	-10

entry	AGP1 TOR yeast	MEP2 TOR yeast	RPL19A-GFP yeast	Yeast superoxide
45	107	100	101	107
46	85	98	91	90
47	98	99	101	81
48	94	90	93	111
49	104	100	100	113
50	99	98	94	102
51	95	109	100	91
52	106	107	100	104
53	95	94	98	91
54	97	116	93	87
55	105	103	102	97
56	98	97	100	99

Screens from PubChem BioAssay.
